Dyrk1A ADPGlo: blocks rat Dyrk1A kinase activity. ADP-Glo luminescence, NFATc1 peptide. Q63470. hit rate 0.43% among 310,000. inhibition, % at 12.5 µM; in the data active = inhibition above about 50%;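 note: plate controls were vehicle with enzyme for no effect and no enzyme for full effect; many of its hits are not listed in these tables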
An asterisk follows results filed as active. The list is partial; the hit share may differ from the screen's.

SMILES	Dyrk1A ADPGlo
CCOC(=O)C1C(=O)C(=O)N(C(C)C)C1C(=O)OCC (stereo unspecified)	1.7
O=C(COc1ccccc1Cl)N1CCNC1=O	9.3
O=C(O)/C=C(/c1ccccc1)C(F)(F)F	-1.9
CN(CC(=O)Nc1sccc1C#N)S(=O)(=O)c1ccc(F)cc1	3.4
COC(=O)[C@]1(C)N[C@H](CN(C)S(=O)(=O)c2ccc(C(C)(C)C)cc2)[C@@H]2C(=O)N(C)C(=O)[C@@H]21	-1.3
Cc1c(C(=O)N/N=C/c2ccncc2)nnn1-c1nonc1N	-3.7
Cc1ccc(S(=O)(=O)N2C[C@@H]3[C@H]4CC[C@H](C4)[C@@H]3[C@@H](C)[C@H]2c2ccco2)cc1	0.3
CC[C@H]1C(O)C[C@H]2CCN3C(=O)CCC[C@H]1[C@H]23 (stereo partly specified)	4.3
O=C(c1cc(C2CC2)nn1-c1ccccc1)N1CCN(S(=O)(=O)c2ccccc2)CC1	5.1
O=C(COC(=O)c1ccc(O)cc1O)NC(=O)NCc1ccccc1	23.3
O=C(c1ccccc1)N(C(=O)c1ccccc1)N1CCCC1	-1.9
CCN(C[C@H]1N[C@@](CC)(C(=O)OC)[C@H]2C(=O)N(Cc3ccccc3)C(=O)[C@@H]12)C(=O)c1ccccc1	0.6

Five neighbouring records out of the list so far:
SMILES	Dyrk1A ADPGlo
Cc1c(C(=O)N/N=C/c2ccncc2)nnn1-c1nonc1N	-3.7
Cc1ccc(S(=O)(=O)N2C[C@@H]3[C@H]4CC[C@H](C4)[C@@H]3[C@@H](C)[C@H]2c2ccco2)cc1	0.3
CC[C@H]1C(O)C[C@H]2CCN3C(=O)CCC[C@H]1[C@H]23 (stereo partly specified)	4.3
O=C(c1cc(C2CC2)nn1-c1ccccc1)N1CCN(S(=O)(=O)c2ccccc2)CC1	5.1
O=C(COC(=O)c1ccc(O)cc1O)NC(=O)NCc1ccccc1	23.3

Carrying on:
SMILES	Dyrk1A ADPGlo
O=C(/C=C/c1ccccc1)CCN1CCCCC1	3.7
CC1CN(Cc2ccccc2)C(=O)N(c2ccccc2)C1=O (stereo unspecified)	-1.8
CCN(CC)S(=O)(=O)c1cc(NC(=O)CO/N=C(\N)c2ccccc2Cl)ccc1C	-3.0
CC(CNCCCn1ccc(NC(=O)OCc2ccccc2)nc1=O)c1ccccc1 (stereo unspecified)	-1.8
COC1C(OC(=O)/C=C/C=C/C=C/C=C/C(=O)O)CCC2(CO2)C1C1(C)OC1CC=C(C)C (stereo unspecified) (tested in a mixture with another compound)	-2.4
C=CCOc1ccc(C=CC(=O)c2c(O)c(OC)c(OC)c(OC)c2OC)cc1	1.3
COC(=O)c1ccc(N2CCOCC2)c(NC(=O)c2cc3ccccc3o2)c1	4.1
CCN(CC)c1nc(NNC(=O)c2ccccc2)nc(N(CC)CC)n1	3.7
O=C(NNC(=O)c1ccc(S(=O)(=O)N2CCCC2)cc1)c1ccc(Br)cc1	-3.3
CCN(CC)S(=O)(=O)c1ccc(N2CC(C(=O)Nc3cccc(C(=O)NC4CC4)c3)CC2=O)cc1 (stereo unspecified)	-0.6
CN(C)C(=O)CCc1ccc2c3c([nH]c2c1)[C@]1(C)[C@@H](C(=O)N2CCOCC2)C[C@H](CC(=O)NCCC2=CCCCC2)C(=O)N1CC3	-3.5
CC(=O)OCC1(O)CC23CCC4c5ccoc5CCC4(C)C2CCC1C3 (stereo unspecified)	7.8
COc1cc(OC)c(C(=O)OCC(=O)NCC2CCCCC2)cc1OC	2.1
COc1cc(C(=O)CCc2ccc3c(c2)OCO3)cc(OC)c1OC	1.2
Cc1c[n+]([O-])cc(C)c1[N+](=O)[O-]	2.4
COc1ccccc1C(=O)NCCC(=O)N1CCN(C(=O)c2ccco2)CC1	6.6
NS(=O)(=O)c1ccc(CCNC(=O)COC(=O)CCN2C(=O)C3CC=CCC3C2=O)cc1 (stereo unspecified)	-1.2
O=C1CC2(CCCCC2)CC(=O)N1CCc1ccccc1	-2.2
Cc1ccc(NC(=O)c2ncn(CCCN[C@H](C)c3cccc4ccccc34)n2)cc1C	5.4
COc1ccccc1C1CC(=O)Oc2cc(OC)c(OC)c(OC)c21 (stereo unspecified)	5.0
CC(Oc1ccc(F)cc1)c1nnc(SCC(=O)N(c2ccccc2)C2CCS(=O)(=O)C2)o1 (stereo unspecified)	12.3
COc1cc(C(=O)NC2CCN(C)CC2)ccc1Nc1ncc2c(n1)N(CCc1ccccc1)CCC(=O)N2C	36.0
CC(=O)c1ccc(S(=O)(=O)NCCC(=O)NC(C)c2ccncc2)cc1 (stereo unspecified)	-3.7
COc1cc(C2c3cc4c(cc3OC(C)(N3CCCC3)C2C)OCO4)cc(OC)c1OC (stereo unspecified)	-1.5
CCOc1ccc(NC(=O)CN(C)C(=O)c2cc(C3CC3)nn2-c2ccccc2)cc1OCC	1.1
CC(=O)c1ccc(OCCCC(=O)Nc2ccc(C)c(S(=O)(=O)N3CCCCC3)c2)cc1	-14.3
Cc1noc(NS(=O)(=O)c2ccc(NC(=O)c3ccccc3NS(=O)(=O)c3ccc(F)c(F)c3)cc2)c1C	3.0
O=C(O)c1ccc(NN=CC2=C(N3CCOCC3)/C(=C/c3ccccc3)CC2)cc1	17.6
CN1NC(=O)CC1c1ccccc1 (stereo unspecified)	-0.9
O=C(NCCc1cccc(Cl)c1)c1cccc(-n2cnnn2)c1	2.7
O=c1[nH]c(=O)c2[nH]c(=S)[nH]c2[nH]1	3.0
CC(C)(c1ccccc1)c1ccc(OCc2ccc(C(=O)O)o2)cc1	-1.2
COc1ccc2c(COC(=O)[C@@H]3CCCN3S(=O)(=O)c3ccc(Cl)cc3)cc(=O)oc2c1	1.1
O=C1CCc2ccccc2O1	-0.3
COc1ccc(NC(=O)/C(N=Nc2cccc(S(=O)(=O)Nc3ccc(SC(F)F)cc3)c2)=C(\C)O)cc1	7.5
C=CCn1cnnc1SCC(=O)NCC1COc2ccccc2O1 (stereo unspecified)	14.1
CCC(C)Sc1cc(-c2nc3cc(C)ccn3c2NC2CCCCC2)ccc1OC (stereo unspecified)	0.6
COc1ccc(CC(=O)OCC(=O)NC2CCCCCC2)cc1OC	4.5
CCN(c1ccccc1)S(=O)(=O)c1cccc(C(=O)OCC(=O)c2c(N)n(C)c(=O)n(C)c2=O)c1	-3.2
CCOCc1c(C(=O)N2CCN(CCOc3ccc(Cl)cc3)CC2)oc2ccccc12	0.9
CCOc1ccc(NC(=O)CN(C)C(=O)c2c(C)nn(Cc3ccccc3Cl)c2C)cc1OCC	-5.4
Cc1ccc(NC(=O)CN(C)C(=O)c2ccccn2)cc1	1.5
CCOc1nc(-c2ccccc2)ccc1-c1noc(-c2ccc(OC)c(OC)c2)n1	4.8
CC(=O)Nc1cc2c(cc1Cl)-c1ccccc1C2	5.5
CCOP(=O)(Nc1cccc2oc(=O)c3ccccc3c12)OCC	4.1
CCC1(CC)C(=O)NC(=O)NC1=S	6.3
CCCCN(C(=O)C1CCN(C(=O)c2ccccc2C)CC1)c1c(N)n(CCC)c(=O)[nH]c1=O	6.7
CCn1c(N2CCN(C(c3ccccc3)c3ccccc3)CC2)nc2c1c(=O)[nH]c(=O)n2C	-4.3
CCCCN1CC(Br)C(=O)NC1=O (stereo unspecified)	-2.7
CCN(C[C@H]1N[C@@](Cc2ccccc2)(C(=O)OC)[C@H]2C(=O)N(C)C(=O)[C@@H]12)C(C)=O	2.3
CC(=C1SC(=S)NC1=O)c1ccccc1	-0.4
O=C(CCCC(=O)N1CCc2ccccc21)N1CCc2ccccc21	1.4
O=Cc1c[nH]c2ccc(NC(=O)OCc3ccccc3)cc12	-0.2
COc1ccc(C(=O)c2ccc(Br)cc2)c(OC)c1OC	-3.4
COc1cccc(COC(=O)c2cc(S(=O)(=O)N3CCOCC3)ccc2Cl)c1OC	2.6
COc1ccc(CCNC(=O)c2ccc(S(=O)(=O)N3CCCCC3)cc2)cc1	4.0
COC(=O)[C@@]1(Cc2ccccc2)[C@H]2C(=O)N(Cc3ccccc3)C(=O)[C@H]2[C@H]2CN=C(SCc3ccccc3)N21	-4.2
COc1cc2c(c(OC)c1OC)-c1ccc(SC)c(=O)cc1C(NC=O)CC2 (stereo unspecified)	-2.7
Cc1cccc(C(=O)NCN2CCN(c3ccccc3C#N)CC2)c1	-3.0
Cc1cc(C)c2c3c(c(-c4ccccc4)n2n1)c(=O)n(C)c(=O)n3C	2.4

(more compounds)
SMILES	Dyrk1A ADPGlo
CCCCn1c2nc3ccccc3nc2c2c(=O)n(CC(C)C)cnc21	-7.1
CCN(C(=O)COC(=O)C1CC1C)c1c(N)n(Cc2ccccc2)c(=O)[nH]c1=O (stereo unspecified)	-3.5
CCOC(=O)CCC(NC(=O)c1ccc(CNc2nc3cc(C(F)(F)F)ccc3nc2C(=O)OCC)cc1)C(=O)OCC (stereo unspecified)	13.8
C/C(=N\NC(=O)c1ccccc1OCCOc1ccccc1)c1ccccc1F	1.6
O=C1NC(=O)C2(CCCCCCC2)N1	4.3
O=C1CCCCC1(CCc1ccncc1)CCc1ccncc1	-3.3
CN(C)S(=O)(=O)c1ccc(N2CCCC2)c(C(=O)N2CCN(S(=O)(=O)c3ccc(F)c(F)c3)CC2)c1	-2.8
COc1ccc(N2CCCn3c2nc2c3c(=O)n(Cc3ccc(F)cc3)c(=O)n2C)c(OC)c1	-5.0
CC1Cc2cc(-c3csc(NC(=O)CCl)n3)ccc2N1C(=O)C1CC1 (stereo unspecified)	6.0
CC(C)CN(C(=O)c1cc(Cl)nc2ccccc12)C1CCS(=O)(=O)C1 (stereo unspecified)	8.6
COc1cccc(CCC2C(=O)CCCC2=O)c1	0.4
CC(=O)N1CCCC1C(=O)O (stereo unspecified)	2.0

Among those listed so far, these have an NH in an aromatic ring:
SMILES	Dyrk1A ADPGlo
CN(C)C(=O)CCc1ccc2c3c([nH]c2c1)[C@]1(C)[C@@H](C(=O)N2CCOCC2)C[C@H](CC(=O)NCCC2=CCCCC2)C(=O)N1CC3	-3.5
O=c1[nH]c(=O)c2[nH]c(=S)[nH]c2[nH]1	3.0
CCCCN(C(=O)C1CCN(C(=O)c2ccccc2C)CC1)c1c(N)n(CCC)c(=O)[nH]c1=O	6.7
CCn1c(N2CCN(C(c3ccccc3)c3ccccc3)CC2)nc2c1c(=O)[nH]c(=O)n2C	-4.3
O=Cc1c[nH]c2ccc(NC(=O)OCc3ccccc3)cc12	-0.2
CCN(C(=O)COC(=O)C1CC1C)c1c(N)n(Cc2ccccc2)c(=O)[nH]c1=O (stereo unspecified)	-3.5

Continuation:
SMILES	Dyrk1A ADPGlo
CC(=O)Nc1ccc(NC(=O)CSc2nc(=O)n(Cc3cccnc3)c3c2CCC3)cc1	-6.1
O=C(c1ccc(F)cc1)C1CCN(Cc2ccccc2)CC1	4.6
O=C(O)c1ccc(Cn2cnc3c(=O)[nH]cnc32)cc1	4.5
CC[C@H](C)[C@H](NC(=O)OCc1ccccc1)C(=O)OCC(=O)N1CCN(c2ccc(F)cc2)CC1	-0.5
CCOC(=O)C1Oc2ccccc2C(C(=O)OC)=C1C(=O)OC (stereo unspecified)	-0.8
CCN(C(=O)COC(=O)CNC(=O)c1ccc2ccccc2c1)c1c(N)n(Cc2ccccc2)c(=O)[nH]c1=O	5.2
Cc1cc(NC(=O)NC(=O)c2ccccc2NC(=O)CN(C)C)ccc1Oc1ncc(Br)cn1	-1.2
CCN(C[C@H]1N[C@@](CC)(C(=O)OC)[C@H]2C(=O)N(Cc3ccccc3)C(=O)[C@@H]12)C(=O)c1ccc(C)cc1	-2.5
Cc1ccc(C=NNc2ccc([N+](=O)[O-])cn2)cc1	-2.2
CCc1ccc(CNCCNC(=O)c2ccco2)cc1	6.4
COc1ccc(N=C2c3ccccc3-c3ccc([N+](=O)[O-])cc32)cc1	7.1
O=C(Cc1ccc(NC(=O)C2CCCN(C(=O)C3CCC3)C2)cc1)Nc1cccc(C(=O)N2CCCCC2)c1 (stereo unspecified)	2.5
CCC(C)c1ccccc1N1CC(C(=O)N2CCN(c3ccccc3)CC2)CC1=O (stereo unspecified)	-4.9
O=C(CCNC(=O)c1ccccc1)NCCCc1ccccc1	-9.5
CC1=NN(c2ccccc2C)C(=O)C1	-5.1
CCOC(=O)c1c[nH]c2ccc([N+](=O)[O-])cc12	17.3
COc1cc(OC)c2c(c1)OC(=O)CC2c1cc(OC)c(OC)c(OC)c1 (stereo unspecified)	-2.9
O=C1c2ccccc2C(=O)N1N(c1ccccc1)c1ccccc1	-0.8
O=C(O)c1cn(-c2ccc(F)cc2)c2cc(N3CCNCC3)c(F)cc2c1=O	-15.0
CCOc1ccc(NC(=O)CN(C)C(=O)CN2C(=O)c3ccc([N+](=O)[O-])cc3C2=O)cc1OCC	-5.1
CSc1nc2[nH]c(=O)[nH]c2c(=O)[nH]1	-2.1
COc1ccc(CCC(=O)Nc2ccc(N3CCOCC3)c(S(=O)(=O)Nc3ccc(OC)cc3)c2)cc1	-0.4
CN(C)c1ccc(S(=O)(=O)NCC(=O)N2CCN(S(=O)(=O)c3cccc(F)c3)CC2)cc1[N+](=O)[O-]	-1.3
CC1=CC2=NC(=O)C(c3ccccc3)C(=O)N2C=C1 (stereo unspecified)	2.8
O=C1CC(c2ccccc2)=C(c2ccccc2)C1	-2.5
N#CC1(Nc2ccc(Br)cc2)CCCC1	5.3
Cc1ccc(S(=O)(=O)N2CCCCC2)cc1NC(=O)c1cncc(Br)c1	15.6
CN(C)c1ccc(CNC(=O)CCc2ccc(S(=O)(=O)N3CCCCCC3)cc2)cc1	-5.4
COC(=O)[C@@]1(C)[C@H]2C(=O)N(C)C(=O)[C@H]2[C@H]2CN=C(SC)N21	-0.3
O=C(CCN1CCCCC1)N1CCc2c([nH]c3ccccc23)C1c1cccnc1 (stereo unspecified)	-1.3
O=[N+]([O-])c1ccc2nc[nH]c2c1	29.9
CN(Cc1ccccc1)C(=O)c1ccc(NC(=O)Cc2ccc(NC(=O)C3CCN(C(=O)CCc4ccccc4)CC3)cc2)cc1	2.3
CCOC(=O)C1=C(C)N(C[C@@H]2CC[C@@H](Cc3ccc(-c4ccccc4)cc3)O2)C(=O)NC1c1ccc(Cl)cc1 (stereo partly specified)	-3.9
O=C(NCCc1ccccc1)c1ccc(NC(=O)C2CCC2)cc1	16.4
OCCN1CCSC1=S	-5.3
O=C1OC(c2ccccc2)(c2ccccc2)c2ccccc21	-1.4
CC[C@]12c3[nH]c4cc(-c5ccco5)ccc4c3CCN1C(=O)[C@@H](CC(=O)NCCN1CCOCC1)C[C@@H]2C(=O)N1CCN(C(=O)C2CC2)CC1	-6.7

Screening data as filed in PubChem BioAssay.
